CRFBP-R2 agonist = CRF-BP/CRF-R2 complex agonism | HEK293 CRF-R2/CRF-BP, calcium dye fluorescence (FLIPR); percent of saturating CRF peptide response | activation, % at 13.2 µM | hit rate 0.46% among 350,000 | AID 588473;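 active means activation of at least 50%, plus an integration ratio under a set limit after plate pattern correction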;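 further: plate controls were neutral control wells without compound for no effect and CRF at EC100 for full effect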
CHRM4 agonist = CHRM4 agonism in calcium assay; CHO-K1 hM4/Gqi5, Fluo-8 calcium fluorescence; vehicle 0%, full acetylcholine response 100%; activation, % at 3 µM; P08173; hit rate 0.14% among 360,000;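 active means activation above the run mean over all test wells plus 3 SD, cut at about 32% in these data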;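 further: peak over basal fluorescence ratio per well then scaled between controls; 0% = DMSO wells and 100% = acetylcholine at EC100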
M5 PAM = potentiates acetylcholine response at human M5 receptor; CHO-K1 hM5, Fluo-8 calcium, ACh EC20 PAM; 0% = ACh EC20, 100% = ACh EC100; hit rate 0.3% among 360,000; activation, % at 3 µM; P08912; AID 624038;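 active means activation above the run cutoff, the mean activation of all test compounds plus 3 SD, cut at about 18% in these data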
Target sequence (P08912 whole entry, looked up): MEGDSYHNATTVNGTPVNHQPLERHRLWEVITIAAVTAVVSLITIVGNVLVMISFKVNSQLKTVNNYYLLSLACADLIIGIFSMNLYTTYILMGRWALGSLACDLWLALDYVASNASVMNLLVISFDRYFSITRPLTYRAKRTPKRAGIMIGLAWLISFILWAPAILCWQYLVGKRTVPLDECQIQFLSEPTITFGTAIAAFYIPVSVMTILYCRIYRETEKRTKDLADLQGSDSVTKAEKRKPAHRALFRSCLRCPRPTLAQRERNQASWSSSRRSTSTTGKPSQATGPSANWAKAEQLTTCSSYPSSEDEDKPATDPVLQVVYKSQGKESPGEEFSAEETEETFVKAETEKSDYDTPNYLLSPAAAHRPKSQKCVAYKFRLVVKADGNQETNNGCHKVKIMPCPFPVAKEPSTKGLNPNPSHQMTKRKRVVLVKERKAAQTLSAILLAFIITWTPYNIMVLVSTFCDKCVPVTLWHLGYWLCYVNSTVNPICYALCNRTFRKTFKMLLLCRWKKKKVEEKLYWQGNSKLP
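Assay system – human M5 receptor in CHO-K1 cells · Read-out – % activation, ACh-normalized · Technique – Fluo-8 calcium fluorescence · Dosing – single-point, 3 µM nominal · Incubation – Fluo-8 loading 80 min at 37 °C plus 30 min room temperature · Repeats – singlicate, one well per test compound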
CRFBP-R2 block = antagonists of CRF-binding protein/CRF-R2 receptor complex. HEK293 CRF-R2/CRF-BP, CRF-induced calcium fluorescence. inhibition, % at 11.8 µM. hit rate 0.59% among 350,000;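 active means inhibition of the ligand-induced calcium signal above about 50% at the single tested concentration, limit read from the data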
CHRM1 PAM = human CHRM1 positive allosteric modulation; P11229; CHO-K1 hM1, Fluo-8 calcium fluorescence, ACh EC20; 0% = ACh EC20, 100% = maximal ACh; activation, % at 3 µM; hit rate 0.088% among 360,000; in the data active means activation above about 19%, passing the limit was not always enough
Target sequence (P11229 whole entry, looked up): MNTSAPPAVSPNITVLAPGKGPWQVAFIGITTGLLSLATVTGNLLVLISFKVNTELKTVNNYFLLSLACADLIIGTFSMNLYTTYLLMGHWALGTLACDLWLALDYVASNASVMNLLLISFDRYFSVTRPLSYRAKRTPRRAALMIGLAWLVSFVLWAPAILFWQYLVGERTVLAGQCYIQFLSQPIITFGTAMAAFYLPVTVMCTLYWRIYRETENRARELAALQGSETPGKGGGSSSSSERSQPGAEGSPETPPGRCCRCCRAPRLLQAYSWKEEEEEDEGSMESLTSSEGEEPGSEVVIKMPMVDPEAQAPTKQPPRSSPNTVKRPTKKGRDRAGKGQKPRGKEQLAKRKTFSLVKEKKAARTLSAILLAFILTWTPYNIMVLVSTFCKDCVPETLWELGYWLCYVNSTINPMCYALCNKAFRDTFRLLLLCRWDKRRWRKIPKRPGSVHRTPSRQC
CHRM5 agonist = CHRM5 agonism in calcium assay; CHO-K1 hM5 cells, Fluo-8 calcium fluorescence; 0% DMSO wells, 100% maximal acetylcholine response; AID 624037; P08912; hit rate 0.19% among 360,000; activation, % at 3 µM;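 active means activation above the run's mean over test compounds plus 3 SD, cut at about 23% in these data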;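 further: signal is peak over basal fluorescence ratio across the kinetic read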
CHRM4 antagonist = antagonists of human muscarinic M4 receptor (CHRM4); P08173; CHO-hM4 cells, ACh EC80, Fluo-8 calcium fluorescence; hit rate 0.73% among 360,000; inhibition, % at 3 µM;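 active means inhibition above its plate's cutoff, the mean inhibition of sample wells plus 3 SD, cut at about 27% in these data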;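 further: 0% = acetylcholine EC80 with DMSO and 100% = DMSO without agonist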
CHRM4 PAM = positive allosteric modulators of human muscarinic M4 receptor | P08173 | CHO-K1 hM4/Gqi5, Fluo-8 calcium fluorescence, ACh EC20; 0% = ACh EC20, 100% = maximal ACh | activation, % at 3 µM | hit rate 0.4% among 360,000;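 active means activation above its plate's cutoff, the mean activation of sample wells plus 3 SD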; further: some results filed as inactive read as strong as hits
CHRM5 antagonist = CHRM5 antagonism in calcium assay. P08912. CHO-hM5 cells, Fluo-8 calcium fluorescence, ACh EC80. inhibition, % at 3 µM. hit rate 0.59% among 360,000;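 active means inhibition above a per-plate cutoff, the mean of that plate's test compounds plus 3 SD, cut at about 27% in these data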;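 further: 0% = acetylcholine EC80 with DMSO and 100% = DMSO without agonist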
An asterisk follows results filed as active; . = not tested or not shown.

SMILES	CRFBP-R2 agonist	CHRM4 agonist	M5 PAM	CRFBP-R2 block	CHRM1 PAM	CHRM5 agonist	CHRM4 antagonist	CHRM4 PAM	CHRM5 antagonist
COc1ccccc1NC(=O)CSc1nnc(COc2ccc(Cl)cc2)o1	1.0	3	3	3	8	1	-5	-4	6
CCOc1ccc(S(=O)(=O)Nc2cccc(-c3ccc(N4CCCCCC4)nn3)c2)cc1	0.0	1	-7	16	-4	-4	12	-2	18
O=C(Nc1ccc(NC(=O)C2CC2)cn1)c1ccccc1	1.9	2	-6	9	1	-1	6	-2	12
COc1ccccc1CNC(=O)c1cccc2c1C(=O)N(Cc1cccnc1)C2	4.8	6	1	4	6	-2	-14	-6	-11
CC(C)S(=O)(=O)C1=NSC2=NC(=O)/C(=C\c3ccc(-c4ccccc4)o3)C(=N)N21	8.4	1	5	18	12	0	5	-6	-6
N#CC1=C2N=C(N)c3ccccc3N2C2=C(C(=O)CCC2)C1c1cccc(Cl)c1 (stereo unspecified)	2.3	5	-5	27	0	2	-15	8	-7
CCCNC(=O)c1nn2cc(Br)cnc2c1Br	-0.7	1	13	-5	9	-1	1	0	3
c1cncc(-c2nn3cnnc3s2)c1	-2.9	0	-2	-2	-1	3	10	-7	3
COc1cccc(NC(=O)CN2CCSc3ccccc32)c1	0.3	3	0	1	-10	-2	-11	-2	-7
Cc1ccc(Cc2c(-c3cccc(Cl)c3)nc3ccc(Cl)cn23)cc1	.	-1	1	.	-3	-1	3	-4	3
Nc1ccccc1C(=O)N/N=C1/C2CN3CCN(C2)CC1(Cc1ccccc1)C3	0.7	1	-3	8	4	-6	-8	8	4
CCOC(=O)N1CCN(C(=O)c2cn(C)c3ccc(S(=O)(=O)N4CCOCC4)cc3c2=O)CC1	-0.8	0	-3	11	9	-6	2	-2	12
NC(=O)c1cc2c(s1)-c1cc(Cl)ccc1SC2	-3.0	14	-11	4	3	2	-5	-15	11
O=C(CN1CCN(Cc2ccccc2)CC1)Nc1nnc(C(F)(F)F)s1	1.8	1	-6	-6	0	-1	-18	10	0
Cc1c(NS(=O)(=O)c2cccc(C(=O)N3CCC(C)CC3)c2)c(=O)n(-c2ccccc2)n1C	-2.0	0	-3	-6	13	-3	4	2	23
OCCC1CN(Cc2nc3ccccc3s2)CCN1C1CCCCC1 (stereo unspecified)	-0.2	2	5	-11	8	-6	1	-6	-7
CCC(Oc1ccccc1)C(=O)O/N=C(\N)c1ccc(OC)c(OC)c1 (stereo unspecified)	-1.9	0	13	1	-5	1	-5	-4	-2
Cc1ccc(S(=O)(=O)N2CCCCC2)cc1NC(=O)CCNC(=O)c1ccc([N+](=O)[O-])cc1	0.0	2	5	7	-4	1	-1	2	1
CCCC(C)C(=O)Nc1ccc(NC(C)=O)cc1 (stereo unspecified)	-1.3	.	2	10	5	1	-3	8	2
O=C1CCCCCN1C(=O)c1ccc(C(=O)N2CCCCCC2=O)cc1	-1.5	2	5	4	1	1	8	-3	-2

The list goes on, starting with the last two of the part before.
SMILES	CRFBP-R2 agonist	CHRM4 agonist	M5 PAM	CRFBP-R2 block	CHRM1 PAM	CHRM5 agonist	CHRM4 antagonist	CHRM4 PAM	CHRM5 antagonist
CCCC(C)C(=O)Nc1ccc(NC(C)=O)cc1 (stereo unspecified)	-1.3	.	2	10	5	1	-3	8	2
O=C1CCCCCN1C(=O)c1ccc(C(=O)N2CCCCCC2=O)cc1	-1.5	2	5	4	1	1	8	-3	-2
COC(=O)c1c(-c2c(Cl)cccc2Cl)noc1NC(=O)NN1CCCCC1	-0.6	0	3	-14	0	-3	6	-8	7
Cc1c(NS(=O)(=O)c2ccc([N+](=O)[O-])cc2)c(=O)n(-c2ccccc2)n1C	1.8	24	9	12	5	-6	-10	-2	5
CCN(CC)C(=O)Cc1cn(C)c2ccccc12	-2.4	0	-2	-3	5	2	-4	2	2
O=C(CCN1C(=O)C2C3C=CC(C3)C2C1=O)NC1CCCc2ccccc21 (stereo unspecified)	-0.5	1	-11	-8	-6	-7	0	-5	-3
Cc1ccc(SCc2c(C(=O)N/N=C/c3ccc4c(c3)OCO4)nnn2-c2nonc2N)cc1	2.7	1	9	-3	8	-4	-4	-1	-8
CC1(C)C2CCC1(CS(=O)(=O)NC1CCCC1)C(=O)C2 (stereo unspecified)	2.2	0	0	4	-3	-17	-9	-8	-2
C=CCOc1ccc(CN(C)C(=O)C2CCCO2)cc1 (stereo unspecified)	0.3	0	5	16	0	-2	5	0	11
CC1(C)CC(=O)C=C(c2ccc(COC(=O)c3ccccc3)cc2)C1=O	4.3	9	-8	9	-3	2	-9	-3	10
CCN(CC(=O)Nc1ccc(NC(C)=O)cc1)C(=O)/C=C/c1cn(-c2ccccc2)nc1-c1ccc(C)cc1	0.4	4	0	-4	0	1	4	-6	0
O=C(CCn1c(=S)oc2ccccc21)N1CCN(c2ccc(F)cc2)CC1	0.0	3	-2	-2	3	0	5	-12	10
COc1ccc(CCNC(=O)C2CCCN(c3nc(C)cc(C)n3)C2)cc1 (stereo unspecified)	-3.2	3	-3	-6	1	0	5	0	-9
Cc1cc(OCC(=O)OCC(=O)NCc2ccc3c(c2)OCO3)ccc1Cl	-0.3	4	-2	3	-1	0	-1	-1	14
Nc1ncnc2c1ncn2C1CCC(CO)C(O)C1 (stereo unspecified)	-3.6	2	6	4	3	2	-5	4	-7
Cc1ccccc1NC(=O)/C(C#N)=C/c1ccc(-c2ccc(Cl)c(C(=O)O)c2)o1	2.9	0	8	11	19	3	-10	4	3
CCOC(=O)C1(Cc2ccccc2C)CCCN(C(=O)c2cc(CC)nn2C)C1 (stereo unspecified)	-0.9	5	-13	-4	-3	-4	-29	4	7
Cc1ccc(N/C=C/C(=O)C(C)(C)C)c(O)c1	-1.0	1	1	-1	-1	3	3	0	-4
O=C(NCc1ccccn1)C1CC(c2ccc(Cl)c(Cl)c2)=NO1 (stereo unspecified)	-1.6	12	-6	-6	-4	3	2	-2	9
O=C(O)c1ccc(S(=O)(=O)N(Cc2ccccc2)Cc2ccccc2)cc1	-1.4	1	-2	-1	5	-3	7	1	17
COC(C(=O)N/N=C(\C)CC(=O)Nc1ccc(N(C)C)cc1)c1ccccc1 (stereo unspecified)	-2.5	1	-2	3	-3	1	6	-3	-6
NC(=O)CCN1CCN(Cc2nc(C(c3ccccc3)c3ccccc3)no2)CC1	0.4	0	-20	-26	-36	-13	21	-19	15
CC1CCN(S(=O)(=O)c2nnc(NC(=O)COc3ccccc3)s2)CC1	-1.8	0	-4	6	-5	-2	6	-1	13
Clc1ccc(N/N=C/c2ccncc2)cc1Cl	-0.2	10	-5	-27	-1	-3	6	-9	1
Cc1cc(C(=O)O)ccc1-c1ccc(/C=N/n2cnnc2)o1	-1.8	3	-2	16	6	-2	-4	1	6
Cc1ccc(S(=O)(=O)N2CCN=C2SC(C)c2ccccc2)cc1 (stereo unspecified)	1.5	0	0	11	0	-6	-9	1	3
COc1ccc(-c2oc3ccc(N4CCOCC4)cc3c2C#CC2(O)CCCCC2)cc1	0.6	0	10	-1	3	1	5	-6	6
CC1CCN(S(=O)(=O)c2ccc(NC(=O)Cn3nnc(-c4ccccc4F)n3)cc2)CC1	7.5	5	-22	-11	5	-3	-3	-3	31*
O=C(CCc1nc2ccccc2c(=O)[nH]1)NCCN1C(=O)S/C(=C\c2ccc(Cl)cc2Cl)C1=O	0.5	2	0	-1	-11	4	-15	-7	1
CCC(NC(=O)c1ccc([N+](=O)[O-])cc1[N+](=O)[O-])c1ccccc1 (stereo unspecified)	-0.2	3	9	2	8	-2	-4	13	-13
Cc1oc2ccc(OCc3ccc(F)cc3)cc2c1C(=O)O	-2.2	0	-2	5	4	2	-13	-1	-1
CN1C(=O)N(CC(=O)N2CCN(c3ncccn3)CC2)C(=O)C12CCCCC2	0.8	1	-3	8	6	1	-14	7	3
Clc1cccc(Cc2nn[nH]n2)c1	-0.3	0	0	17	14	-1	13	1	0
CCOc1ccc(NS(=O)(=O)c2ccc(C(=O)NCc3ccncc3)cc2)cc1	34	8	3	-43	14	8	-1	12	2
O=C(NCc1ccccc1)C1CCCN1S(=O)(=O)c1ccc(F)cc1 (stereo unspecified)	1.3	1	5	-1	8	-1	-4	5	0
CC(=O)Oc1ccccc1C(=O)Oc1ccccc1C(=O)O	-1.9	1	0	16	1	0	-21	-1	-11
C/C(=N\NC(N)=O)c1ccc(-n2ccnc2)cc1	-5.0	-1	-2	20	9	-2	-3	-4	2
Cn1c(N)c(C(=O)CSc2nc(N)cc(N)n2)c(=O)n(C)c1=O	-0.6	3	-7	2	13	0	4	1	3
COc1cc2c(cc1NC(=O)c1ccccc1F)CCCC2	12	-2	3	-39	6	-2	-3	17	-2
COc1ccccc1NS(=O)(=O)c1ccc2c(c1)n(C)c(=O)n2C	-3.5	5	-4	20	3	4	10	4	12
O=C(CSc1nnc(-c2cccnc2)n1Cc1ccco1)Nc1nc(-c2ccc(F)cc2)cs1	0.3	9	-12	2	-15	-5	-10	-12	7
CCNC(=S)N1CCN(Cc2ccc3c(c2)OCO3)CC1	-1.4	1	-3	6	6	-3	-11	1	1

In another format: 2 of the compounds above.
> CN1C(=O)N(CC(=O)N2CCN(c3ncccn3)CC2)C(=O)C12CCCCC2
  CRFBP-R2 agonist: 0.8	CHRM4 agonist: 1	M5 PAM: -3	CRFBP-R2 block: 8	CHRM1 PAM: 6	CHRM5 agonist: 1	CHRM4 antagonist: -14	CHRM4 PAM: 7	CHRM5 antagonist: 3

> Clc1cccc(Cc2nn[nH]n2)c1
  CRFBP-R2 agonist: -0.3	CHRM4 agonist: 0	M5 PAM: 0	CRFBP-R2 block: 17	CHRM1 PAM: 14	CHRM5 agonist: -1	CHRM4 antagonist: 13	CHRM4 PAM: 1	CHRM5 antagonist: 0

(more compounds)
SMILES	CRFBP-R2 agonist	CHRM4 agonist	M5 PAM	CRFBP-R2 block	CHRM1 PAM	CHRM5 agonist	CHRM4 antagonist	CHRM4 PAM	CHRM5 antagonist
O=S(=O)(c1ccc2c(c1)OCCO2)N1CCN(S(=O)(=O)c2ccccn2)CC1	1.5	3	-2	-4	-20	-3	5	-12	7
COc1ccc(OC)c(S(=O)(=O)N(C)CC(=O)N2CCN(c3ccccc3)CC2)c1	-1.2	3	-2	14	10	0	2	-4	-2
CCCNC(=O)C1(C)CCCN(C(=O)c2cc(F)cc(F)c2)C1 (stereo unspecified)	.	0	0	.	-4	1	12	5	0
CCOC(=O)c1ccc(/[N+]([O-])=C/c2ccccc2)cc1	-1.0	2	7	-5	6	3	-3	17	4
COc1ccc(N2C(=O)CC(N3CCCC4CCCCC43)C2=O)cc1 (stereo unspecified)	-2.9	1	3	48	2	2	2	-7	-3
CCCc1nc2ccc(NC(C)=O)cc2c(=O)n1Cc1cccc(Cl)c1	-2.0	-1	3	-5	14	1	-5	2	2
CN(CC(=O)Nc1ccccc1C(F)(F)F)C(=O)CSCc1ccccc1	-2.1	2	-5	-10	-2	3	-6	2	5
COc1ccc(C(CNC(=O)C(CCSC)NC(=O)c2ccccc2OC)N2CCCCC2)cc1 (stereo unspecified)	-1.1	0	-2	-1	6	-8	-3	0	-7
Clc1ccc(OCCCN2CCCCC2)c(Br)c1	-0.8	3	-5	-32	-3	-7	9	-24	-3
CC(=O)OC1OCCOC1NC(=S)Nc1cccc(C(F)(F)F)c1 (stereo unspecified)	-0.2	1	3	6	11	2	6	-1	-5
Cc1ccc(NC(=O)c2oc3ccc(Br)cc3c2C)cc1S(=O)(=O)N1CCOCC1	7.5	1	2	-44	1	3	-14	5	1
COc1ccc(Cc2nnc(NS(=O)(=O)Cc3ccccc3)s2)cc1	-2.4	1	4	13	6	-4	-4	5	-4

Compound activity as filed in PubChem.
